# SF-1 act: activates the human nuclear receptor SF-1; 65,000 compounds, 1.9% hits; Q13285; activation, % at 10 µM; AID 522; CHO-K1 Gal4-SF-1 LBD luciferase reporter; % increase over DMSO SF-1-specific signal;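 active = activation above the mean activation of all tested compounds plus 3 SD, cut at about 50% in these data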
#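 Compound – one dose, 10 µM compound, 1% DMSO · Test system – transient Gal4-SF-1 LBD reporter, CHO-K1 · Input – 4,000 cells in each well · Read-out basis – percent activation relative to DMSO median and mock-transfected background · Replicates – single measurement per compound · Technique – steady-glow luciferase luminescence, read after 15 min reagent incubation · Timing – 20 h compound treatment, 37 °C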
# TNAP act DEA: activates human TNAP at intermediate phosphate acceptor concentration. P05186. purified TNAP, CDP-star luminescence, 100 mM DEA, 30 min; active compounds read high; scale: 0 levamisole-inhibited, 1 vehicle-only enzyme. activation factor at 20 µM. 64,000 tested, under 10 active. AID 813;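 active = activation factor of at least 2 at 20 µM, relative to controls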
# Target sequence (P05186 whole entry, looked up): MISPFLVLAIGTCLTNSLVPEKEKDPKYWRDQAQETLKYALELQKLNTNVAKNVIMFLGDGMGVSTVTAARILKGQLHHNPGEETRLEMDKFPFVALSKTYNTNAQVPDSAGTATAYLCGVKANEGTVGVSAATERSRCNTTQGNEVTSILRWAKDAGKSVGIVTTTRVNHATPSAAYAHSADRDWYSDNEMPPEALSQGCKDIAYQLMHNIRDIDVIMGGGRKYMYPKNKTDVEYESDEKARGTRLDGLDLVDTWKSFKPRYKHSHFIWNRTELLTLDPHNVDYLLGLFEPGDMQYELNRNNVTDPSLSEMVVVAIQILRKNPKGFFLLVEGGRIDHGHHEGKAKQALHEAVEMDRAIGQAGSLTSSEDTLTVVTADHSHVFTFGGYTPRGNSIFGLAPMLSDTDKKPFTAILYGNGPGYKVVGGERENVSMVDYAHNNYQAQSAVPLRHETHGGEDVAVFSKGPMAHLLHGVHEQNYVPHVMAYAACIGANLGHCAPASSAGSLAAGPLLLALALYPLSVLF
# D1 allo mod: allosterically modulates the human D1 dopamine receptor; P21728; HEK293 D1, CRE-luciferase, dopamine EC30 potentiation; actives deviate in either direction; B-score at 10 µM; 58,000 compounds, 5.9% hits;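 active = luminescence count or its row- and column-corrected plate score outside the 99.7% band of the plate's sample wells, on either side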
# Target sequence (P21728 whole entry, looked up): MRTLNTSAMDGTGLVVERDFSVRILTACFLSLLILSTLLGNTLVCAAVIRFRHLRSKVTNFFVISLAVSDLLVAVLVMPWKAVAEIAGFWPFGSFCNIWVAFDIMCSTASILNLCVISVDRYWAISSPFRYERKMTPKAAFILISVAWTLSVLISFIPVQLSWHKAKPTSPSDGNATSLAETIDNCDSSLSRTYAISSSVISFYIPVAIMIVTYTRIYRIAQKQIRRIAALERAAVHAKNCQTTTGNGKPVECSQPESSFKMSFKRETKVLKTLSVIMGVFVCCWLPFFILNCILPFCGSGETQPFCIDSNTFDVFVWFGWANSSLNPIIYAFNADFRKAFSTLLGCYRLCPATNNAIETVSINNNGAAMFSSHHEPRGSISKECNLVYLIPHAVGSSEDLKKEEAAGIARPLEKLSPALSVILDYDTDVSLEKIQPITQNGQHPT
# M1 ag: activates the M1 muscarinic receptor. 64,000 compounds, 3% hits. B-score at 10 µM. CHO-M1 cells, Fluo-4 calcium fluorescence, agonist mode; active compounds read high;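 active = fluorescence rise, raw or as B-score row- and column-corrected plate score, outside the 99.7% band of its plate's samples, either direction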
# Jurkat tox 60K: reduces viability or proliferation of Jurkat cells; Jurkat E6.1 viability, ATP luminescence, 48 h; inhibition, % at 4 µM; 56,000 compounds, 1.2% hits; AID 463;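 active = inhibition above the mean inhibition of all tested compounds plus 3 SD, cut at about 28% in these data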
# NADH enzymes: blocks coupling enzymes of NAD/NADH assays. 65,000 compounds, 0.02% hits. coupled PK/LDH NADH assays, four targets. IC50, µM (series often up to 10 µM), for the others: at the highest dose inhibition. AID 774;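 active = single-dose screening hits from any of four coupled enzyme assays that gave an IC50 when retested across doses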;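 also: the DPM-DC format reads NADH fluorescence rather than 340 nm absorbance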
# tolC growth inh: growth inhibitors of E. coli BW25113 tolC mutant. OD615. 65,000 compounds, 2.2% hits. growth inhibition, % at 10 µM (by protocol). AID 573;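 active = growth inhibition at or above a cutoff equal to the mean over every tested compound plus 3 SD, cut at about 60% in these data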;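 also: growth measured after 20 h incubation at 37 °C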
#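 Test system: E. coli BW25113 ΔtolC::kan bacteria; incubation: 37 °C, 20 h exposure; medium: LB broth supplemented with 50 µg/mL kanamycin; read-out basis: percent growth inhibition; signal: A615 absorbance measurement; compound: 10 µM final, single dose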
# HEK293 NFkB inh: lowers PMA/ionomycin-induced NF-kB signal in HEK293 cells; inhibition, % at 3 µM; 62,000 compounds, 0.21% hits; HEK-293 NF-kB luciferase reporter, luminescence; AID 465;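 active = inhibition above the mean of all tested compounds plus 3 SD, cut at about 40% in these data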;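 also: 0% = stimulated DMSO wells and 100% = 10 µM reference inhibitor 5653914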
#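 Material: HEK-293 cells with stable firefly luciferase reporter driven by four HIV NF-kB elements / Also added: PMA plus ionomycin mix as NF-kB-activating stimulus / Compound dosing: 3 µM once, 0.30% DMSO / Times: 1 h pretreatment, 16 h stimulation, 37 °C / Signal: luminescence / Evaluation: per-plate % inhibition versus controls / Benchmarks: DMSO and 10 µM reference inhibitor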
# M1 antagonist: blocks the rat M1 muscarinic receptor response to acetylcholine; P08482; CHO-M1 cells, Fluo-4 calcium, ACh EC80 antagonist mode; active compounds read low; B-score at 10 µM; 64,000 compounds, 3.4% hits; AID 628;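 active = calcium fluorescence response, raw or row-and-column corrected B-score, differing from the plate sample mean either way at a set confidence level, mostly lower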
# The depositor's hits bear a star; · = not tested or not shown; [ ] = dose if it differs, or a comment. Outcome played no part in choosing rows; about 15% have a hit in one of these screens.
smiles,SF-1 act,HEK293 NFkB inh,NADH enzymes,tolC growth inh,M1 antagonist,TNAP act DEA,D1 allo mod,Jurkat tox 60K,M1 ag
CCn1cc(C(=O)Nc2nncs2)c(=O)c2cc(F)c(N3CCN(C(=O)c4ccco4)CC3)cc21,6,20,15%,100*,-0.014,1,0.78,6,2.1
O=C(Cn1nc(C(F)(F)F)c2c1CCC2)NC1CCCCC1,0,3,6%,-2,1.3,0.9,-0.83,-3,0.68
CN1CCN(C(=O)c2ccc(COc3ccc(Cl)cc3Cl)cc2)CC1,18,14,3%,38,-2.7*,1,-3.4,2,-1.2
CSCCC(=O)Nc1ccc(C(C)=O)cc1,43,-7,2%,-12,0.023,0.9,-0.59,3,0.74
CC(C)(C)OC(=O)NCCc1nnc(SCC(=O)Nc2cccc(Cl)c2)o1,24,3,7%,-19,-0.049,0.9,0.45,-7,0.48
CCOc1ccc(OCC)c(NC(=O)C(NS(=O)(=O)c2ccc3c(c2)oc(=O)n3C)C(C)C)c1 (configuration not stated),2,12,7%,-5,0.58,1,-0.17,-4,0.28
CC(Oc1ccc(NC(=O)c2ccco2)cc1)C(=O)N1c2ccccc2CC1C (configuration not stated),-11,11,4%,22,0.043,1,0.83,-4,-0.12
CCNC(=O)NC(=O)C(C)OC(=O)c1cccnc1SC (configuration not stated),8,11,7%,-14,0.015,0.9,1,-5,0.67
O=C(CCS(=O)(=O)c1cccc2nsnc12)N1CC(=O)N(CCc2ccccc2)C(=O)C1,-4,10,9%,-12,-0.73,0.9,·,·,-0.54
CCOc1ccc(CN(Cc2ccco2)C(c2cccs2)c2nnnn2C(C)(C)C)cc1 (configuration not stated),-26,23,1%,-14,-0.019,0.9,·,1,17*
O=c1c2[nH]c3ccccc3c2ncn1Cc1ccncc1,7,-3,8%,-18,0.28,0.9,0.0061,-1,0.93
O=S(=O)(c1ccc(OCc2nc3ccccc3s2)c(Cl)c1)N1CCOCC1,39,-2,2%,14,0.0044,0.9,0.4,·,-0.14
COc1cccc(CNC(=O)C2CCN(S(=O)(=O)c3c(C)nn(C)c3C)CC2)c1,1,9,2%,-9,-0.43,0.9,-0.024,-5,0.096
Cc1cc2nc(C3CCN(Cc4nnnn4Cc4cccs4)CC3)[nH]c2cc1C,-3,0,0%,17,-0.68,0.7,-0.39,19,1.3
CCOC(=O)N1CCC(NC(=O)CCCN2C(=O)CSc3ncccc32)CC1,0,8,7%,-15,-0.25,1,0.33,-4,-0.19
Cn1c(=O)[nH]c(=O)c2c1nc(N1CCCCCC1)n2CCCSc1nc2ccccc2o1,-6,-2,3%,18,-0.38,1.1,7.3*,2,1.3
CCOC(=O)N1CCN(C(=O)Cc2ccsc2)CC1,-6,23,6%,-10,-0.73,1,-0.41,-5,-0.28
CCn1c(C(C)NC(=O)c2cccs2)nc2ccccc21 (configuration not stated),-14,16,4%,0,0.34,0.9,-0.12,4,0.0034
CCCCCc1c(C)nc(Nc2nc(C)c3cc(OC)ccc3n2)[nH]c1=O,3,-2,5%,·,0.071,1.1,2.6,-6,0.62
CCCCCn1c(=NC(C)=O)c(C#N)cc2c(=O)n3ccccc3nc21,2,20,7%[fluoresces],33,-0.19,0.9,1.3,-3,1.3

# Look-ups from above.
# Entry for CC(Oc1ccc(NC(=O)c2ccco2)cc1)C(=O)N1c2ccccc2CC1C (configuration not stated) under NADH enzymes: 4%
# Entry for CCCCCn1c(=NC(C)=O)c(C#N)cc2c(=O)n3ccccc3nc21 under SF-1 act: 2

# New compounds follow
smiles,SF-1 act,HEK293 NFkB inh,NADH enzymes,tolC growth inh,M1 antagonist,TNAP act DEA,D1 allo mod,Jurkat tox 60K,M1 ag
CC1(C)CC(=O)C(C(C2=C(O)CC(C)(C)CC2=O)c2cccc(O)c2)C(=O)C1 (configuration not stated),-1,10,10%,-3,-0.16,0.9,0.074,-1,0.1
C1CCN(c2nc3nonc3nc2N2CCCC2)C1,10,2,2%,-9,0.62,0.9,0.021,2,-0.13
CC12CC(NC(=O)N1c1cccc(C(=O)NCc3ccc4c(c3)OCO4)c1)c1cc(Cl)ccc1O2 (configuration not stated),-11,0,5%,25,-0.72,0.6,-0.041,·,2.2*
CCOc1ccc(C(C)NC(=O)CCC(=O)O)cc1 (configuration not stated),-7,5,8%,-12,-0.017,1,-0.23,-1,-0.021
O=C(CSc1nc(O)c(C2CCCCC2)c(=O)[nH]1)Nc1ccc(Cl)cc1,-2,16,4%,62*,0.15,0.9,-0.75,-1,-0.49
N#CC(C(=O)CCN1C(=O)C2CC=CCC2C1=O)c1nc2ccccc2[nH]1 (configuration not stated),5,11,4%,-5,1.4,0.9,-0.32,0,-0.58
CN1C(=O)CC(N2CCN(C(=O)CN3CCCC3)CC2)C1=O (configuration not stated),6,10,5%,-1,·,1,-2.7*,4,·
Cc1cc(C)nc(SCC(=O)N2CCOCC2)n1,-3,10,2%,-12,0.9,0.9,-0.12,0,0.095
CCN(C(=O)Cc1cccs1)c1nnc(-c2cccnc2)s1,8,1,5%,-11,0.45,0.9,2.8,0,-0.84
COc1ccc(C2NC3=C(CCCC3)C(C#N)(C#N)C2(C#N)C#N)cc1 (configuration not stated),3,8,5%,12,-0.23,0.8,0.14,4,0.19
Cc1cc(NC(=O)c2ccccc2NS(=O)(=O)c2c(C)c(C)cc(C)c2C)no1,12,4,7%[fluoresces],19,-0.11,0.9,·,·,-0.0072
Oc1c(C(Nc2nc3ccccc3s2)c2ccco2)ccc2cccnc12 (configuration not stated),-33,71*,4%,1,1.2,1.1,0.14,62*,0.16
COc1nc(Oc2ccc(=O)[nH]n2)nc(N2CCOCC2)n1,0,3,2%,2,1,1,0.25,-1,0.011
COC(=O)c1[nH]c(C)c(/C(O)=C2\C(=O)C(=O)N(CCN3CCOCC3)C2c2ccccc2OC)c1C (configuration not stated),-5,·,2%,13,0.053,1,·,·,-0.23
CCN1CCN(c2nc(SC)nc3sc4c(c23)CC(C)(C)OC4)CC1,-1,15,5%,2,-1,1,0.046,·,-0.095
CCCn1c(NCc2cc(C)ccc2O)nc2ccccc21,·,·,2%,21,0.72,1,-1.7,·,-0.16
COc1ccc(C2C(C(=O)N3CCCC3)c3cc(OC)c(OC)cc3C(=O)N2C)cc1OC (configuration not stated),-5,8,3%,-6,0.11,1,-0.26,·,-0.46
CCOc1c(OC)cccc1C1CC(=O)Nc2cc(OC)c(OC)cc21 (configuration not stated),-4,16,2%,-1,-0.41,0.9,1.6,-3,-1.2
O=C(NCc1cccs1)c1noc2c1CCCC2,4,17,3%,-7,-0.39,0.9,0.11,68*,-0.22
CN(C)CCCN1C(=O)c2oc3ccc(F)cc3c(=O)c2C1c1cccnc1 (configuration not stated),0,8,9%,-12,-0.0024,0.9,-0.53,-7,-0.78

# New compounds follow
smiles,SF-1 act,HEK293 NFkB inh,NADH enzymes,tolC growth inh,M1 antagonist,TNAP act DEA,D1 allo mod,Jurkat tox 60K,M1 ag
C/C(=N\O)c1ccccc1C(=O)O,-5,10,8%,-6,-0.032,0.9,-1.3,-4,-0.67
CCn1c(SCC(=O)N2c3ccccc3Sc3ccccc32)nnc1-c1ccco1,-20,16,5%,32,-2,0.9,0.95,8,-0.084
CCOC(=O)N1CCN(S(=O)(=O)c2ccc(C(=O)Nc3nc4c(s3)CC(C)CC4)cc2)CC1 (configuration not stated),12,-3,14%[fluoresces],-2,0.53,0.9,-0.022,-5,-0.074
COC(=O)c1ccccc1NC(=O)Nc1cc(C)cc(C)n1,8,20,1%,-10,-0.028,0.9,1.4,0,0.22
COC(=O)c1cn(CC(=O)N2CCCCCC2)c2ccccc12,-1,7,2%,-2,-0.018,0.9,·,1,-0.61
COC(=O)c1cccc(C(=O)Nc2ccc(C)cc2Br)n1,7,-4,7%,44,0.37,1,0.064,0,-0.27
CCOC(=O)N1CCN(C(=O)c2cn(CC)c3cc(N4CCN(C)CC4)c(F)cc3c2=O)CC1,6,·,9%,16,-1.6,0.9,0.11,·,1.1
COC(=O)c1cc(Br)c(=O)n(-c2cc(C)on2)c1,-2,·,3%,12,0.025,0.9,-0.18,·,-0.084
Nn1c(SCc2nc3ccccc3[nH]2)nnc1C1CCCCC1,0,18,7%,-8,-0.91,1.2,-0.47,-4,-0.57
O=S(=O)(NC1=NCCC1)c1cccs1,13,21,2%,-5,0.14,1,0.11,-2,1.1
O=C(COc1ccc(Cl)cc1Cl)N(Cc1ccco1)C1CCS(=O)(=O)C1 (configuration not stated),-2,13,2%,11,-1.7,1,0.24,5,-0.26
CCn1c(CNC(=O)c2cccc(C)c2)nc2ccccc21,-9,13,2%,23,-0.0034,1,0.72,-7,-0.52
Cc1ccc2nc(C(F)(F)F)c(C#N)c(N)c2c1,-40,·,4%,-1,-0.13,0.9,·,·,-0.086
CCCSc1nc(N)c(C#N)c(-c2ccc(C)cc2)c1C#N,-25,15,1%,20,0.26,0.9,-0.39,5,0.27
CCc1cccc(NC(=O)CN(C)S(=O)(=O)c2cnc[nH]2)c1,17,14,5%,-7,0.061,0.8,·,6,0.21
O=C(NCCOc1ccccc1)c1cc2ccccc2o1,35,-50,4%,21,-0.028,0.9,-1.6,-1,-0.37
Cc1cccc(OCc2nc(-c3nonc3N)no2)c1C,33,-22,5%,-5,·,0.8,-5.1,-1,·
CC(=O)Oc1cccc2c1C(=O)c1c(OC(C)=O)cc(C(=O)O)cc1C2=O,-7,·,2%,9,0.77,0.7,-1.5,·,-0.16
CC(=O)Nc1ccc(C(=O)Nc2ccc(S(=O)(=O)NCC3CCCO3)cc2)cc1 (configuration not stated),-7,12,3%,-15,0.061,0.9,-0.26,4,0.9
COCCNC(=O)CSc1nc2nc(C)cc(C)n2n1,-5,6,9%,-10,0.9,0.9,-0.0082,·,-0.45

# Next results follow:
smiles,SF-1 act,HEK293 NFkB inh,NADH enzymes,tolC growth inh,M1 antagonist,TNAP act DEA,D1 allo mod,Jurkat tox 60K,M1 ag
CCCn1c(=O)c2ccccc2n2c(SCC(=O)NCc3cccs3)nnc12,6,12,6%,16,0.038,0.9,-2.1,6,0.9
CCCCC(=O)Nc1ccc(C(=O)N2CCN(C)CC2)cc1,-5,-3,10%,-24,0.011,1,-0.72,-3,-0.63
COC(=O)c1c(C(=O)OC)c2cc(C)ccn2c1Cl,-6,8,10%[fluoresces],-5,·,0.9,0.32,-1,·
O=C(NCCO)c1cc2ccccc2cc1O,5,11,3%,-19,0.5,0.9,0.029,1,-0.36
Cc1cc(C)cc(OCC(=O)Nc2ccc(N3CCN(S(C)(=O)=O)CC3)cc2)c1,0,4,8%,-8,1,0.9,-0.7,6,0.027
Cc1ccc(-n2nc(C(=O)NCc3ccco3)c3c4ccccc4n(C)c3c2=O)cc1,-8,18,2%,-22,-0.8,0.9,1.3,4,-0.18
CCN1CCN(Cc2nc3c(c(=O)n(C)c(=O)n3C)n2Cc2ccc(Cl)cc2Cl)CC1,18,-3,2%,-10,0.78,0.9,0.071,0,-0.61

# Source: PubChem (several laboratories)
